Htt clearance: clearance of mutant huntingtin inclusions, primary screen, imaging, HeLa Exon1htt(103Q)mCFP, confocal imaging | aggregate imaging; zero = plate's median compound well | inhibition, % at 1.5 µM | 0.42% of 47,000 active;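 active = inhibition of aggregate fluorescence above about 70%, also judged a hit by eye on the cell image, limit read from the data, passing the limit was not always enough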;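 note: cells exposed to compound for three days before fixation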
Htt clearance grain fraction: further read-out of Htt clearance, marked with its call; fraction fluorescence in grains; measured here: aggregate grain fluorescence fraction; stronger effect = lower value;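 scaled fraction of total cell fluorescence in grains with unit not stated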
Numbers without * were called inactive.

SMILES	Htt clearance	Htt clearance grain fraction
COc1cc(C2CC(=O)c3c([nH]c(C(=O)OCCOC(C)C)c3C)C2)cc(OC)c1OC (stereo not drawn)	9.4	29.2
CN1CCN(C(=O)Nc2cccc3ccccc23)CC1	-3.3	20.7
COC(=O)c1ccc(NC(=O)c2ccc(C)cc2)o1	16.6	17.8
Cc1c(Cc2ccc3c(c2)OCO3)sc(NC(=O)C(C)(C)C)c1C#N	6.4	45.2
CC(=O)Nc1ccc(NS(=O)(=O)c2ccc(Cl)c(C(=O)O)c2)cc1	17.0	15.3
Clc1cccc(Oc2cnns2)c1Cl	2.6	36.7
Cc1cc2c3c(c1)C1(SCC(=O)N1c1ccc(F)cc1)C(=O)N3C(C)(C)CC2C (stereo not drawn)	4.1	22.7
Cc1ccccc1Cc1c(C)nc2c(C(=O)NCc3ccco3)cnn2c1C	2.6	35.8
COc1cccc2sc(N(C)c3ccccc3)nc12	15.0	14.8
COc1ccc(S(=O)(=O)N2CCCC(C(=O)Nc3ccc4c(c3)OCCO4)C2)cc1 (stereo not drawn)	6.4	16.7
O=C(COCCOCC(=O)N(c1ccccn1)C1CCCCC1)N(c1ccccn1)C1CCCCC1	-34.0	23.4
Cc1ccccc1OCCCCCn1ccnc1	-74.0	31.4
Cc1nc(-c2ccccc2)nc2[nH]c(=O)n(-c3ccccc3)c(=O)c12	41.7	10.3
O=C(NCn1ccc(=O)[nH]c1=S)c1ccccc1	43.0	17.3
O=C(NC1CCCC1)C1CC(c2ccc(F)cc2)=NO1 (stereo not drawn)	-23.4	42.2
Cc1c(NC(=O)C(C)OC(=O)CNC(=O)c2ccc(C(C)(C)C)cc2)c(=O)n(-c2ccccc2)n1C (stereo not drawn)	-57.4	62.2
CC(C)CC1CC(=O)OC1(C)C(=O)CSc1nc2ccccc2s1 (stereo not drawn)	32.6	29.2
CC1CC(C)CN(CCCNC(=O)C2CCC(=O)N2C2CCCC2)C1 (stereo not drawn)	18.3	16.7
COc1cccc(C2NC(=O)NC(C)=C2C(=O)OCCSC)c1OC (stereo not drawn)	-66.5	74.4
CC(=O)N(C)c1ccc(NC(=O)c2ccco2)cc1	10.3	15.7
CC1C(=O)CCN(C(C)(C)C)C1C (stereo not drawn)	-78.7	75.2
Cc1sc2ncnc(NCC(C)(C)N3CCOCC3)c2c1C	-33.1	50.6
Cc1cc(C)n(-c2ccc(C(=O)Nc3ccccn3)cc2)n1	24.7	28.9
O=C(Nc1sccc1C(=O)NCc1ccco1)c1cccnc1	-2.0	17.5
O=C1OC(N2CCN(Cc3ccccc3)CC2)c2ccccc21 (stereo not drawn)	16.9	14

In the list so far, 3 have a tert-butyl group:
SMILES	Htt clearance	Htt clearance grain fraction
Cc1c(Cc2ccc3c(c2)OCO3)sc(NC(=O)C(C)(C)C)c1C#N	6.4	45.2
Cc1c(NC(=O)C(C)OC(=O)CNC(=O)c2ccc(C(C)(C)C)cc2)c(=O)n(-c2ccccc2)n1C (stereo not drawn)	-57.4	62.2
CC1C(=O)CCN(C(C)(C)C)C1C (stereo not drawn)	-78.7	75.2

Remaining list, next part.
SMILES	Htt clearance	Htt clearance grain fraction
O=C(c1ccc(Cn2c(=O)[nH]c3ccccc3c2=O)cc1)N1CCN(c2ccc(Cl)cc2)CC1	44.0	21.9
CC(=O)Nc1ccc(N2CCN(Cc3ccccc3F)CC2)cc1	55.1	9.05
CC1Cn2c(COc3ccccc3)nnc2S1 (stereo not drawn)	-411.6	165
Cc1onc(-c2ccccc2Cl)c1C(=O)NCC1CCCO1 (stereo not drawn)	-61.6	53.7
CC(C)Oc1ccccc1C1CC(=O)Nc2cc3c(cc21)OCCO3 (stereo not drawn)	-437.5	110
CCn1c(COc2ccc(C)cc2)nnc1SCC(=O)Nc1ccc(S(N)(=O)=O)cc1	40.3	20.7
CCOc1ccc(N(CC(=O)NCc2ccco2)S(C)(=O)=O)cc1	17.0	16.8
Cc1ccc2cccc(Oc3nnnn3-c3ccccc3)c2n1	-18.5	51.4
O=C(O)CCc1ccc(-c2ccc(Br)cc2)n1Cc1ccco1	0.0	18.8
Cc1c(C(=O)Nc2ccccc2)oc2c1C(=O)CC(C)(C)C2	25.3	12.6
O=P(OC1CCS(=O)(=O)C1)(c1ccccc1)c1ccccc1 (stereo not drawn)	-46.6	51.4
Cn1sc(NC(=O)c2cccc(Cl)c2)nc1=O	10.9	18.6
CCOC(=O)Cn1c(=N)n(CCOc2ccc3ccccc3c2)c2ccccc21	45.9	17.5
COC(=O)c1[nH]c(=O)c2ccccc2c1OCc1ccccc1	-5.5	37.9
Cc1ccc(OCC(=O)NC2=NCCS2)cc1	45.7	21.6
Oc1ccc(COCc2ccccc2)c2cccnc12	-28.7	44
Cc1ccc(S(=O)(=O)N2CCN(S(=O)(=O)N(C)C)CC2)c(C)c1	-7.2	34.6
CCN1C(=O)/C(=C2/C=CC=CN2C)SC1=S	36.4	23.4
CC(C)CCNC(=O)CN(CCCN1CCOCC1)C(=O)Cn1nnc(-c2ccc(F)cc2)n1	-123.4	80.9
COC(=O)c1c(NC(=O)CN2CCN(C(=O)c3ccco3)CC2)c2c(C)cccc2n1C	-14.9	42.3
CC(C)(C)c1ccc(C(=O)Nc2ccccc2NC(=O)c2ccco2)cc1	-33.7	26.7
Cc1ccc(-c2nc(-c3ccccn3)no2)cc1	-35.5	45.9
Cc1ccc(S(=O)(=O)N2CCC(C(=O)NCCN3CCCCCC3)CC2)cc1	-31.4	60.8
COc1cc(NC(=O)CSCc2cnn(-c3ccccc3)c2-n2cccc2)cc(OC)c1	50.0	9.69
CCc1c(C)c2ccc(OCC(=O)OC)cc2oc1=O	-105.5	39.3
(list continues)
SMILES	Htt clearance	Htt clearance grain fraction
O=C1C(Cc2ccccc2)NC(=S)N1c1ccccc1 (stereo not drawn)	-7.2	32.6
CC(=O)Nc1nn(C)c2nc3cc(C)ccc3cc12	-8.6	43.8
COC(=O)COc1cccc(NC(=O)c2ccc(C)cc2)c1	-31.3	57
CCN(CC)CCn1cnc2c([nH]c3cccc(OC)c32)c1=O	-39.2	25.7
Cc1ccc(NS(=O)(=O)c2ccc(CCC(=O)N3CCOCC3)cc2)cc1	39.2	12.5
O=S(=O)(c1cccc2cccnc12)n1cnc2ccccc21	-45.4	28.3
CCOc1cc(C)nc(Oc2ccc(=O)[nH]n2)n1	-47.0	23.7
CCOC(=O)c1sc(NC(=O)CSc2nnc(-c3ccco3)n2CC)c(C(=O)OCC)c1C	-20.2	22.8
Cc1ccc2c(c1)c(=O)c1c3n2CCN(C(=O)CCl)C3CC1 (stereo not drawn)	28.5	22
COc1ccc(-c2nnc(SCC(=O)Nc3ccccc3OC)o2)cc1	62.5	6.66
CC1=C(C(N)=O)C(c2sccc2C)n2nnnc2N1 (stereo not drawn)	-59.3	60.2
O=C(OC(C(=O)O)C(OC(=O)c1ccccc1)C(=O)NCc1ccccc1)c1ccccc1 (stereo not drawn)	33.9	14.2
CCOC(=O)C1=C(C)N(C)C(=O)NC1c1cc2c(cc1Br)OCO2 (stereo not drawn)	10.0	35.6
CCOc1cc(CNn2nnnc2N)ccc1OCC(=O)NC(C)(C)C	-36.7	27.6
Cc1cc(C)nc(SCc2nnc(SCc3ccccc3Cl)o2)n1	-29.4	26.4
Cc1ccc2c(c1)N(CC(=O)Nc1ccc3c(c1)OCCO3)C(=O)CO2	13.0	16.1
O=C(NCCC1=CCCCC1)C1CCN(S(=O)(=O)c2cccc3nsnc23)CC1	-49.9	29.6
CCCOP(=O)(OCCC)c1c([N+](=O)[O-])cc(C(F)(F)F)cc1[N+](=O)[O-]	21.2	14
CN(C)c1ccc(NC(=O)Oc2ccccc2)cc1	-2.8	20.1
CCOC(=O)/C(C#N)=C(/C)c1ccc(OC)cc1	34.3	13.9
O=C(Nc1ccccc1NC(=O)c1c(F)c(F)c(F)c(F)c1F)c1c(F)c(F)c(F)c(F)c1F	53.9	9.1
CN(CC(=O)N1CCCC1)S(=O)(=O)c1cc(Cl)ccc1Cl	62.9	6.96
CC1(C)OC(=O)C(=CNc2cccc(O)c2)C(=O)O1	-15.7	40.5
O=C(NCc1ccccn1)c1ccc(COc2ccc(Cl)cc2)o1	5.5	16.8
Cc1cc2c(ccc3[nH]onc32)n1	41.7	19.8

As entered above:
Htt clearance grain fraction with COC(=O)c1c(NC(=O)CN2CCN(C(=O)c3ccco3)CC2)c2c(C)cccc2n1C reads 42.3
Htt clearance grain fraction with Cc1ccc2c(c1)c(=O)c1c3n2CCN(C(=O)CCl)C3CC1 (stereo not drawn) reads 22
Htt clearance grain fraction with CCN(CC)CCn1cnc2c([nH]c3cccc(OC)c32)c1=O reads 25.7
Htt clearance grain fraction with Cc1c(NC(=O)C(C)OC(=O)CNC(=O)c2ccc(C(C)(C)C)cc2)c(=O)n(-c2ccccc2)n1C (stereo not drawn) reads 62.2
Htt clearance grain fraction with Cc1c(Cc2ccc3c(c2)OCO3)sc(NC(=O)C(C)(C)C)c1C#N reads 45.2

Continued.
SMILES	Htt clearance	Htt clearance grain fraction
NC(=O)c1nsc(C(=O)N(CC(=O)NCc2ccc3c(c2)OCO3)C2CCCC2)c1N	4.5	17.4
Cc1onc(-c2ccccc2Cl)c1C(=O)Nc1nnc(-c2ccc(Cl)cc2Cl)s1	36.5	29.8
COc1ccc2cc(CN(CC3COCCO3)S(=O)(=O)c3ccc(Cl)cc3)c(=O)[nH]c2c1 (stereo not drawn)	25.8	25.6
Nc1n[nH]c(-c2ccc(Br)cc2)c1Cl	0.2	20.8
CCOC(=O)c1c(NC(=O)CNCCOC)sc2c1CCCC2	-46.1	29.2
CCOC(=O)C1(CC)CC(CSc2nc3ccccc3[nH]2)OC1=O (stereo not drawn)	18.7	28
COc1cccc(CC(NC(C)=O)C(=O)NC2CCN(S(=O)(=O)c3cccc4ccccc34)CC2)c1 (stereo not drawn)	0.7	17.7
[O-][N+]1=C(c2cccs2)CN(O)C1	14.9	26.5
[O-][n+]1onc2c1CCc1c-2nc(-c2ccccc2)n1OCc1ccccc1	-30.4	44.3
C=CCn1c(CC(=O)Nc2cccc(OC)c2)nnc1SCC(=O)NC1CCCCC1	-26.6	47.3
O=C(COc1ccc(-c2ccccc2)cc1)N1CCN(C(=O)c2cccnc2)CC1	18.3	16.5
CCOC(=O)Cn1nnc(-c2ccc(S(C)(=O)=O)cc2)n1	5.0	19.1
O=c1[nH]c2cc3c(cc2cc1C(c1nnnn1Cc1ccccc1)N1CCCCCC1)OCCO3 (stereo not drawn)	14.2	16
COc1ccc(OC)c(NC(=O)Cn2cc(C(=O)c3ccco3)c3ccccc32)c1	75.8*	4.06*
Cc1c(NC(=O)COc2ncnc3ccccc23)c(=O)n(-c2ccccc2)n1C	-1.1	20.7
Cn1c(=O)c2c(nc(CN3CCOCC3)n2CC(=O)c2ccccc2)n(C)c1=O	24.9	14.6
c1ccc(CSc2nnc(SCc3ccccn3)s2)nc1	38.2	19.6
CCCCCCn1c(N2CCC(C(N)=O)CC2)nc2c1c(=O)[nH]c(=O)n2C	-74.4	53.6
C/C(=N\NC(=S)NC(C)C)c1ccc(-n2ccnc2)cc1	-5.5	20.5
CC(C)(C)CC(=O)Nc1ccc(C(N)=O)cc1	1.8	18.8
C=CCN(C(=O)CNC(=O)c1ccco1)C(C(=O)NC1CCCCC1)c1ccc(OC)cc1 (stereo not drawn)	-126.1	43.8
CCNc1nc(Oc2ccc(=O)[nH]n2)nc(SC)n1	-71.0	34.3
CCCSc1nc(C)c(CC(=O)O)c(=O)[nH]1	-4.6	45.2
COc1ccccc1/C=N/NC1=NCCCCC1	12.1	34.8
COc1ccc(OC)c(C(=O)c2oc3ccccc3c2NC(C)=O)c1	26.0	26.8
COc1ccc(NC(=O)CCc2nc(-c3ccc(C)cc3)no2)cc1Cl	-45.5	26.9
Cc1ccc2[nH]c(-c3ccccc3)c(CN3CCOCC3)c(=O)c2c1	-64.7	32.6

Entries of single compounds from above. Order of screens: Htt clearance, Htt clearance grain fraction
Record of Cn1c(=O)c2c(nc(CN3CCOCC3)n2CC(=O)c2ccccc2)n(C)c1=O = 24.9, 14.6
Record of CC(C)(C)CC(=O)Nc1ccc(C(N)=O)cc1 = 1.8, 18.8

A second format for part of the listing above:
SMILES,Htt clearance,Htt clearance grain fraction
O=c1[nH]c2cc3c(cc2cc1C(c1nnnn1Cc1ccccc1)N1CCCCCC1)OCCO3 (stereo not drawn),14.2,16
COc1ccc(OC)c(NC(=O)Cn2cc(C(=O)c3ccco3)c3ccccc32)c1,75.8*,4.06*

An excerpt; rates above refer to the full screens.
